Hep lipid drop = inhibitors of hepatocyte lipid droplet formation, primary screen, imaging, high-throughput imaging, BODIPY stain | AML12 mouse hepatocytes, oleate lipid droplets | inhibition, % at 6.5 µM | 240,000 tested, 0.4% active;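 active = lipid droplet intensity inhibited by at least 50%, with more than 500 cells counted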
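Assay system: AML12 mouse liver cells | Compound: 6.5 µM single-point dosing | Schedule: Overnight exposure | Technique: Fluorescence imaging, 20x objective, two fields per well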
Dynein transport = inhibitors of GR-EGFP nuclear translocation, primary screen, dynein cargo transport inhibitor project, imaging, high-content, 3617.4 mouse cells; test concentration mostly 20 µM; stimulated with dexamethasone, 1 µM; active compounds read low; z-score, hits read low; 220,000 tested, 0.47% active;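 active = plate z-score of nuclear minus cytoplasmic receptor signal below a set negative limit, without overly bright fluorescence or cell loss, cut at about -3.5 in these data, passing the limit was not always enough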;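 also: z-score of nuclear minus cytoplasmic ring GR-EGFP intensity difference per well; some compounds called inactive have numbers as strong as hits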
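Buffer or medium: tetracycline-free induction medium containing charcoal-stripped FBS / Reagent: dexamethasone agonist, 1.0 µM final, for 30 min / Technique: automated 10x imaging of fixed Hoechst-stained cells / Times: induction 48 h, compound 1 h, agonist 30 min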
T cell HTS = modulators of CD8 T cell-vesicle binding, primary screen, mouse 2C CD8+ T cells, flow cytometry | 330,000 tested, 0.068% active | 2C CD8+ T cell-vesicle binding; active compounds read low | AID 2052, 2009 | calls only at 7 µM;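 active = response, share of CD8 T cells binding vesicles, and their 90th percentile fluorescence all below set limits, cut at about 80% in these data, passing the limit was not always enough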
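System: murine 2C transgenic CD8+ T lymphocytes; also added: QL9-loaded Drosophila micro-vesicles; times: binding 1.5 h at 37 °C; measured by: flow cytometry, PE anti-B7-1 (FL2) versus Alexa647 anti-CD8 (FL8), PFA-fixed; control set: Peptide-free naked vesicles (low) and QL9 vesicles with 0.7% DMSO vehicle (high)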
TNAP activation fold = human TNAP enzyme activators, primary screen, biochemical, luminescent, no phosphate acceptor, uHTS (AID 1001); Alkaline phosphatase, tissue-nonspecific isozyme (Homo sapiens); purified TNAP, luminescent activation assay, no phosphate acceptor; higher activation fold means a stronger effect; one-dose activation fold at 20 µM; EC50 in µM for titrated hits; 200,000 tested, 0.03% active; in the data active = activation fold from about 3, or a potency from the dose series; inactive = the rest, 99 in 100 with activation fold below about 1.6; also: many of its hits are not listed in these tables
Ins promoter up = insulin promoter activators in MIN6 cells, imaging, high-content screening, mouse beta cells; 190,000 tested, 0.3% active; MIN6 insulin promoter-GFP reporter; active compounds read high; z-score at 5 µM;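 active = z-score above 3 at 5 µM with at least 500 cells counted in the well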
PMI inhibitors = inhibitors of human PMI, primary screen, biochemical, fluorescence intensity, coupled assay (AID 1209) | inhibition, % at 20 µM; hits with a dose series show IC50 in µM | Mannose-6-phosphate isomerase (Homo sapiens) | purified PMI enzyme, coupled fluorescence intensity; higher % means a stronger effect | 190,000 tested, 0.42% active; in the data active = inhibition above about 50%;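 also: plate controls were DMSO vehicle for no effect and wells lacking substrate for full effect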
bCat nuc transl = modulators of beta-catenin nuclear translocation, primary screen, imaging, HeLa cells, immunofluorescence, high-content; AID 1665, 2009; 190,000 tested, 0.3% active; nuclear translocation activity, % at 5 µM;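 active = nuclear translocation activity above 50% at 5 µM, with a well cell count of 50 or more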;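 also: per-cell ratio of nuclear to cytoplasmic median beta-catenin stain intensity; plate controls were DMSO negative control for no effect and GSK-3 inhibitor IX positive control for full effect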
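Test system: human HeLa cells, native beta-catenin. Compound dosing: 5 µM primary single dose, 0.1% DMSO, 0.02–20 µM confirmation series. Incubation: compound exposure 24 h at 37°C. Detection: beta-catenin immunostaining with DAPI counterstain, 20x imaging, 6 fields/well. Read-out basis: Nuclear/cytoplasmic beta-catenin signal ratio, % activation.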
Myeloid diff MLP = induction of myeloid progenitor differentiation, primary screen, cell-based, flow cytometry, MLPCN library; ER-HoxA9 myeloid progenitors, lysozyme-GFP differentiation; calls only at 10 µM; 360,000 tested, 1% active; AID 624256, 2012;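 active = normalized GFP-positive differentiation at or above the plate's own cutoff, the solvent-only control mean plus 3 SD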;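 also: cells exposed to compound for four days before flow analysis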
MT stabilize HCS = microtubule stabilizers in HeLa cells, primary screen, imaging, high-content imaging | 200,000 tested, 0.83% active | % tubulin-high responders, % at 10 µM | HeLa tubulin immunostaining HCS, 24 h; share of cells brighter than vehicle mean+2SD;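 active = plate Z-score above 3 for both tubulin-high and condensed-nucleus cell shares, with cell loss under 80%, at 10 µM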;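 also: anti alpha tubulin signal scored within the nucleus-defined area of each cell; some results filed as inactive read as strong as hits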
Dynein transport cytoplasmic EGFP = recorded beside Dynein transport, whose call it bears; z-score; measured here: cytoplasmic GR-EGFP intensity; active compounds read high
Dynein transport nuclear GR-EGFP = second read-out of Dynein transport, no call of its own (marks repeat the call); z-score; measured here: nuclear GR-EGFP intensity;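 lower value marks the stronger effect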
Dynein transport cell count = also measured in Dynein transport; calls as there; z-score; measured here: cell count per field
Ins promoter up cell count = further read-out of Ins promoter up, marked with its call; cell count; measured here: cytotoxicity, nuclei count;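 total cells summed across four imaged fields per well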
Hep lipid drop cells 6.5 µM = also measured in Hep lipid drop; calls as there; cell count; measured here: cell count, cytotoxicity flag;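 cells counted across two imaged fields per well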
bCat nuc transl cell count 5 µM = further read-out of bCat nuc transl, marked with its call; cell count; measured here: cell count, cytotoxicity flag
T cell HTS vesicle-bound % = further read-out of T cell HTS, marked with its call; double positive events, %; measured here: CD8+ vesicle-bound cell fraction;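 binding gate set so that unloaded-vesicle control wells show 10% double positive cells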
MT stabilize HCS Hoechst-high % = recorded beside MT stabilize HCS, whose call it bears; % Hoechst-high responders; measured here: nuclear condensation Hoechst responders;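 share of cells brighter than vehicle mean plus two SD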
MT stabilize HCS cytotoxicity % = recorded beside MT stabilize HCS, whose call it bears; toxicity, %; measured here: cytotoxicity by cell density;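 0% = mean cell density of plate MIN control wells and 100% = no cells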
Myeloid diff MLP GFP+ MAC1+ % = also measured in Myeloid diff MLP; calls as there; GFP+ MAC1+ double positive, %; measured here: differentiation confirmed by MAC1 staining
* = called active by the depositor; i = inactive; / = no result given; + = active, no number.

SMILES | Hep lipid drop | Hep lipid drop cells 6.5 µM | Dynein transport | Dynein transport cytoplasmic EGFP | Dynein transport nuclear GR-EGFP | Dynein transport cell count | T cell HTS | T cell HTS vesicle-bound % | TNAP activation fold | Ins promoter up | Ins promoter up cell count | PMI inhibitors | bCat nuc transl | bCat nuc transl cell count 5 µM | Myeloid diff MLP | Myeloid diff MLP GFP+ MAC1+ % | MT stabilize HCS | MT stabilize HCS Hoechst-high % | MT stabilize HCS cytotoxicity %
Cc1ccccc1OS(=O)(=O)c1cn(C)c(=O)n(C)c1=O | -5 | 671 | -0.42 | -0.26 | 0.37 | 0.63 | i | 58 | 1.1 | 0.41 | 1521 | -4% | -3.2 | 1156 | i | 0.8 | 3.5 | 2.8 | 6.4
CCN(CC)C(=S)Nc1ccc([N+](=O)[O-])cc1 | -8 | 620 | 0.41 | -0.23 | -0.21 | 0.086 | i | 47 | 1.1 | -0.01 | 1262 | -1% | 1.5 | 968 | i | 0.5 | 1.6 | 6.1 | 7.4
Cc1ccc(NC(=O)c2onc(C)c2Cl)cc1 | / | / | -0.5 | -0.2 | -0.27 | -0.28 | i | 32 | 1.2 | -0.1 | 822 | 2% | / | / | i | 1.5 | 7.2 | 2.8 | 7.2
Cc1nc(NCc2ccc3c(c2)OCO3)c2oc3ccccc3c2n1 | 2 | 684 | -1.3 | -0.23 | -0.41 | -0.18 | i | 31 | 1.1 | / | / | -11% | -0.6 | 1206 | i | 7.2 | 3.7 | 2.1 | 5.6
CC(=O)Nc1ccc(N/C=C/C(=O)C(C)(C)C)cc1 | -7 | 757 | 0.91 | -0.2 | 0.39 | -0.71 | i | 60 | 1 | -0.01 | 1193 | 5% | 0.8 | 853 | i | 5.1 | 2.7 | 1.4 | 5.5
CCCCn1nnnc1SCC(=O)N1CCCC1 | / | / | -0.73 | -0.21 | -1.1 | -0.054 | i | 31 | 1.1 | -0.08 | 1634 | 2% | -1.8 | 1351 | i | 0.6 | 3.7 | 1.4 | 0.9
Cc1nc2ccccc2n1CCN1CCOCC1 | 6 | 542 | 0.12 | -0.29 | -0.0016 | -0.12 | i | 50 | 1 | 1.7 | 1224 | -13% | 0.7 | 1103 | i | 0.2 | 4.7 | 2.2 | 5.9
Cc1ccc(S(=O)(=O)NCCCCCC(=O)N(C)C)cc1 | / | / | -0.42 | -0.21 | 0.11 | -0.058 | i | 63 | 1 | 0.39 | 1521 | -5% | 1.2 | 1432 | i | 0.8 | 3.8 | 2.0 | 10.0
CC(=O)NC1C(c2nc3ccccc3s2)=C(c2ccccc2)C(=O)N1c1ccc(C)cc1 (stereo not drawn) | / | / | -0.6 | 0.62 | -0.082 | 0.24 | i | 63 | 1.1 | -0.15 | 924 | 5% | / | / | i | 0.6 | 1.4 | 0.9 | 5.9
COc1ccc(/C=C2\SC(=O)N(CC(=O)Nc3cccnc3)C2=O)cc1OC | 10 | 729 | 0.016 | -0.17 | -0.053 | -0.024 | i | 55 | 1.1 | 0 | 1027 | -1% | 0.7 | 1086 | i | 0.0 | 5.4 | 2.5 | 9.3
NC(=O)NC(=O)CSc1nc(-c2ccccc2)c(-c2ccccc2)n1CC1CCCO1 (stereo not drawn) | / | / | 0.59 | -0.21 | 1.2 | 0.1 | i | 48 | 1.1 | -0.07 | 1233 | 12% | -4.3 | 1087 | i | 0.6 | 2.3 | 2.0 | 8.5
O=C(O)Cn1cc(/C=c2/sc3nc4ccccc4n3c2=O)c2ccccc21 | -2 | 705 | 1.7 | 0.64 | 0.98 | -1.6 | i | 13 | 0.8 | 0.35 | 1204 | -31% | / | / | i | 0.1 | 2.2 | 2.6 | 7.2
CSc1nc(SCC(=O)NCc2ccco2)c2c3c(sc2n1)CN(C)CC3 | / | / | -0.48 | -0.24 | -0.19 | 0.55 | i | 16 | / | / | / | / | / | / | i | 1.7 | 7.8 | 4.5 | 8.6
CCCCn1c(=N)n(CC(=O)c2ccc([N+](=O)[O-])cc2)c2ccccc21 | -10 | 642 | -0.72 | -0.27 | -0.31 | 0.1 | i | 57 | 1.1 | -1.1 | 1360 | -41% | -1.4 | 961 | / | / | 6.0 | 0.8 | 5.7
O=S(=O)(Cc1ccccc1)N1CCN(Cc2ccccc2)CC1 | -8 | 622 | -1.3 | -0.21 | -0.58 | 0.92 | i | 8 | 1.1 | -0.12 | 1936 | -27% | -0.9 | 1090 | i | 11 | 1.9 | 1.9 | 9.2
O=C(COc1ccccc1Cl)NCCc1ccc2c(c1)OCCO2 | 0 | 572 | 0.9 | -0.19 | 0.54 | -0.44 | i | 33 | 1 | -0.59 | 1286 | 4% | 2.9 | 962 | i | 0.6 | 1.9 | 3.5 | 9.2
CCOC(=O)N1CCN(CCC(=O)Nc2ccccc2OC)CC1 | 18 | 739 | 1.5 | -0.24 | 0.71 | -0.63 | i | 35 | 1.1 | / | / | 6% | -1.0 | 573 | i | 0.2 | 3.1 | 1.6 | 1.5
c1ccc(C(Cc2nc(-c3cccnc3)no2)c2ccccc2)cc1 | 18 | 726 | -0.59 | -0.16 | -0.29 | 0.22 | i | 30 | 1 | 0.49 | 1208 | 22% | 4.2 | 1128 | i | 1.2 | 3.0 | 2.7 | 9.5
CCC(=NCCN1CCNCC1)C1=C(O)CC(C)(C)CC1=O | 3 | 777 | -0.063 | -0.048 | 0.26 | 0.38 | i | 17 | 1.1 | -0.64 | 1101 | -5% | -5.6 | 1199 | i | 1.2 | 4.9 | 2.7 | 5.1
Cn1nc(C(=O)Nc2ccc(S(=O)(=O)N3CCCCC3)cc2)c2ccccc2c1=O | -2 | 689 | 0.57 | -0.2 | 0.22 | 0.95 | i | 13 | 1 | 0.62 | 1073 | -2% | -1.1 | 1106 | i | 0.1 | 2.7 | 1.9 | 12
CCCNC(=S)Nc1ccc(CC(=O)OC)cc1 | 7 | 657 | 1.4 | -0.11 | 0.63 | -0.97 | i | 10 | 1.2 | 0.93 | 1550 | 19% | 1.1 | 1101 | i | 0.3 | 6.7 | 2.5 | 2.5
O=C(C1CCN(S(=O)(=O)c2cccnc2)CC1)N1CCN(c2ccccc2Cl)CC1 | 5 | 833 | -0.41 | -0.13 | -0.26 | 0.45 | i | 23 | 1.1 | -0.65 | 1252 | 11% | -1.5 | 1183 | i | 0.7 | 1.8 | 1.6 | 7.6
C/C(=N\NC(=S)NC(C)C)c1ccc2c(c1)OCCO2 | / | / | 0.98 | -0.23 | 0.3 | -1.2 | i | 56 | 1.1 | -0.7 | 1351 | -7% | / | / | i | 0.3 | 3.6 | 1.6 | 0.7
CCOC(=O)N1CCC(NC(=O)c2cnn3c2NC(c2ccco2)CC3C(F)(F)F)CC1 (stereo not drawn) | 8 | 762 | -0.18 | -0.28 | -0.094 | 0.91 | i | 31 | 1 | 0.56 | 1132 | 0% | -4.2 | 1172 | i | 1.2 | 2.7 | 1.6 | 27
Cc1cc(/C=C2/C(=O)N(C)C(=S)N2C)c(C)n1C1CC1 | -1 | 722 | -0.26 | 0.61 | -0.34 | 0.54 | i | 51 | 0.9 | 0.6 | 1409 | 17% | -4.6 | 563 | + | 0.3* | 3.3 | 2.7 | 0.0
Cc1cccc(Nc2nnc(C)c(=O)n2N)c1 | 9 | 608 | 0.41 | -0.11 | 0.094 | -1.9 | i | 23 | 1.1 | 0.18 | 1635 | 10% | -0.4 | 1123 | i | 0.8 | 3.6 | 1.9 | 2.5
COCCNc1cc(C)nc2cc(-c3ccc(C)cc3)nn12 | -7 | 719 | -1.6 | -0.21 | -0.77 | 0.28 | i | 59 | 1.4 | -1 | 1087 | 5% | 0.7 | 1072 | i | 0.3 | 3.4 | 2.9 | 5.6
CC(=O)c1cc(C)ccc1OC(=O)CCN1C(=O)C2C3c4ccccc4C(c4ccccc43)C2C1=O (stereo not drawn) | / | / | 1.5 | -0.15 | 1 | -0.97 | / | / | 1 | / | / | 10% | / | / | i | 3.8 | 2.0 | 2.1 | 4.4
CCOc1cc(N2CCOCC2)c(OCC)cc1NC(=O)Cc1cn2ccsc2n1 | / | / | -0.48 | -0.23 | 0.092 | 0.67 | i | 8 | 1.1 | 0.31 | 1405 | 11% | -0.7 | 1098 | / | / | 2.9 | 2.7 | 5.9

Another view of part of the listing above.
Sequence of screens – Hep lipid drop, Hep lipid drop cells 6.5 µM, Dynein transport, Dynein transport cytoplasmic EGFP, Dynein transport nuclear GR-EGFP, Dynein transport cell count, T cell HTS, T cell HTS vesicle-bound %, TNAP activation fold, Ins promoter up, Ins promoter up cell count, PMI inhibitors, bCat nuc transl, bCat nuc transl cell count 5 µM, Myeloid diff MLP, Myeloid diff MLP GFP+ MAC1+ %, MT stabilize HCS, MT stabilize HCS Hoechst-high %, MT stabilize HCS cytotoxicity %
Cc1cccc(Nc2nnc(C)c(=O)n2N)c1
    9, 608, 0.41, -0.11, 0.094, -1.9, i, 23, 1.1, 0.18, 1635, 10%, -0.4, 1123, i, 0.8, 3.6, 1.9, 2.5
CCCCn1nnnc1SCC(=O)N1CCCC1
    /, /, -0.73, -0.21, -1.1, -0.054, i, 31, 1.1, -0.08, 1634, 2%, -1.8, 1351, i, 0.6, 3.7, 1.4, 0.9

Bioassay records deposited in PubChem by several laboratories.
